pPAFAH inh = pPAFAH enzyme inhibitors, primary screen, biochemical, fluorescence polarization, human. recombinant pPAFAH, FP-rhodamine probe fluorescence polarization. inhibition, % at 3.39 µM. 1.5% of 330,000 active. AID 463082, 2010;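 active = inhibition above the mean inhibition across the screen plus 3 SD, cut at about 25% in these data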;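 also: inhibitors block binding of the rhodamine activity-based probe so polarization drops; 0% = enzyme with DMSO and 100% = wells lacking pPAFAH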
Target sequence (Q13093 whole entry, looked up): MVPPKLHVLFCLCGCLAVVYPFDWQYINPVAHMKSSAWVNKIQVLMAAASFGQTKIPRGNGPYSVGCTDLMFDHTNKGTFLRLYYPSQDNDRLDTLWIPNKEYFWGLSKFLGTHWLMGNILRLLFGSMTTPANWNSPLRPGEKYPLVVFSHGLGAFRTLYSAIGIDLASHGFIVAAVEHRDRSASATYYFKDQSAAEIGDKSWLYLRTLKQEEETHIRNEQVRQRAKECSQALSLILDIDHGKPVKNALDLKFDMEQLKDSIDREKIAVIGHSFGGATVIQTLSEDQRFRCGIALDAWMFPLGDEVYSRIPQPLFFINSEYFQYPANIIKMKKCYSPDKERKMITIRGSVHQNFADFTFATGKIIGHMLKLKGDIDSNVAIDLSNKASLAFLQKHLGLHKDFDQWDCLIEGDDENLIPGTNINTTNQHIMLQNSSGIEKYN
LYPLA1 counter = LYPLA1 inhibitors, primary screen, counter-screen for PME1 inhibitor project, biochemical, fluorescence polarization, FP-Rh probe ABPP; Acyl-protein thioesterase 1 (Homo sapiens), O75608; recombinant LYPLA1; inhibition, % at 5.9 µM; 0.16% of 320,000 active; AID 2174, 2009;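 active = inhibition above the mean of all tested compounds plus 3 SD, set per campaign, cut at about 14% in these data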;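 also: inhibitors block serine hydrolase probe labeling of LYPLA1 so polarization falls; 0% = enzyme with DMSO and 100% = wells lacking LYPLA1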
PAFAH1B2 inh = PAFAH1B2 enzyme inhibitors, primary screen, biochemical, fluorescence polarization, human. Platelet-activating factor acetylhydrolase IB subunit alpha2 (Homo sapiens), P68402. inhibition, % at 3.39 µM. recombinant PAFAH1B2, FP-rhodamine activity probe. 1.2% of 340,000 active. AID 492953, 2010;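 active = inhibition above the mean of all tested compounds plus 3 SD, cut at about 24% in these data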;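 also: 0% = enzyme with DMSO and 100% = wells lacking PAFAH1B2; many of its hits are not listed in these tables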
LYPLA2 inh = LYPLA2 inhibitors, primary screen, counter-screen for PME1 inhibitor project, biochemical, fluorescence polarization, FP-Rh probe ABPP; Acyl-protein thioesterase 2 (Homo sapiens), O95372; AID 2177, 2009; inhibition, % at 5.9 µM; 0.38% of 320,000 active; recombinant LYPLA2;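 active = inhibition above the screen-wide mean plus 3 SD, limit set per campaign, cut at about 26% in these data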;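 also: 0% = LYPLA2 with DMSO and 100% = wells lacking LYPLA2 enzyme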
PAFAH2 inh = PAFAH2 enzyme inhibitors, primary screen, biochemical, fluorescence polarization, human; Platelet-activating factor acetylhydrolase 2, cytoplasmic (Homo sapiens), Q99487; recombinant PAFAH2, FP-rhodamine activity probe; inhibition, % at 3.39 µM; 0.99% of 340,000 active; AID 492956, 2010;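 active = inhibition above the mean over all tested compounds plus 3 SD, cut at about 30% in these data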;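 also: inhibitors block probe labeling of enzyme so polarization drops; 0% = enzyme with DMSO and 100% = wells lacking PAFAH2 protein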
PAD4 inh = human PAD4 inhibitors, primary screen, biochemical, fluorescence polarization, 1536-well format; Protein-arginine deiminase type-4 (Homo sapiens), Q9UM07; recombinant PAD4, RCA probe fluorescence polarization; inhibition, % at 6.36 µM; 0.41% of 330,000 active; AID 485272, 2010;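 active = percent inhibition above a cutoff equal to the mean of all tested compounds plus 3 SD, cut at about 15% in these data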;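 also: 0% = PAD4 with RCA probe and DMSO and 100% = probe without PAD4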
PAFAH1B3 FP inh = PAFAH1B3 enzyme inhibitors, primary screen, biochemical, fluorescence polarization, human; Platelet-activating factor acetylhydrolase IB subunit alpha1 (Homo sapiens), Q15102; recombinant PAFAH1B3, FP-rhodamine probe; inhibition, % at 3.39 µM; 0.28% of 340,000 active; AID 492972, 2010;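 active = inhibition above the screen-wide average of all tested compounds plus 3 SD, cut at about 25% in these data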;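 also: 0% = enzyme with DMSO only and 100% = wells lacking PAFAH1B3 protein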
Target sequence (Q15102 whole entry, looked up): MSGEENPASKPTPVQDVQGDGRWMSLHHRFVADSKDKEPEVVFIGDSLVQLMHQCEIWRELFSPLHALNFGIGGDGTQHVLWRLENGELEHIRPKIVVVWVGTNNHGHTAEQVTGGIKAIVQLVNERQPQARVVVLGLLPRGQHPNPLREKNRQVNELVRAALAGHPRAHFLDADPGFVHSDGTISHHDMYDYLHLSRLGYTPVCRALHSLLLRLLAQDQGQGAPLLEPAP
PME-1 inh = PME-1 inhibitors via competitive probe labeling, primary screen, biochemical, fluorescence polarization, FP-Rh probe, HTS. 0.53% of 320,000 active. inhibition, % at 5.9 µM. Protein phosphatase methylesterase 1 (Homo sapiens), Q9Y570. recombinant PME-1. AID 2130, 2009;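 active = inhibition above the campaign mean of all compounds plus 3 SD, cut at about 26% in these data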;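 also: competitive labeling of PME-1 active site by serine hydrolase directed probe; 0% = PME-1 with DMSO and 100% = wells lacking PME-1 enzyme; inhibitors block probe labeling so polarization falls and inhibition rises; many of its hits are not listed in these tables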
GSTO1 counter = inhibitors of recombinant GSTO1, primary screen, counter-screen for RBBP9 inhibitor project, biochemical, fluorescence polarization; activity-based probe fluorescence polarization; inhibition, % at 5.96 µM; AID 1974, 2009; 1.1% of 300,000 active;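 active = inhibition above the campaign mean inhibition plus 3 SD, cut at about 35% in these data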;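 also: 0% = GSTO1-1 with DMSO and 100% = wells lacking GSTO1-1 enzyme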
Target sequence (P78417 whole entry, looked up): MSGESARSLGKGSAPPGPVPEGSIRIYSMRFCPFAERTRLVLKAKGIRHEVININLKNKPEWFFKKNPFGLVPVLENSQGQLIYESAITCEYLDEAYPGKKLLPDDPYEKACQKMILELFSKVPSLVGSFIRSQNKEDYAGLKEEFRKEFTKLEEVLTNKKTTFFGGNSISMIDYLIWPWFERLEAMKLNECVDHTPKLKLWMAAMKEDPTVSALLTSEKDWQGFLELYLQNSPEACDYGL
Starred values were filed as active, the others as inactive; x = no result given; & = joins results of further samples.

Molecule	pPAFAH inh	LYPLA1 counter	PAFAH1B2 inh	LYPLA2 inh	PAFAH2 inh	PAD4 inh	PAFAH1B3 FP inh	PME-1 inh	GSTO1 counter
NC(=S)N/N=C/c1coc2c(ccc3ccccc32)c1=O	10	-6	1	-4	-1	-7	-4	-19	13
COC(=O)C(C)Oc1ccc2c(c1)O/C(=C\c1ccco1)C2=O (stereo not given)	13	0	3	-5	-5	-5	3	1	-2
COc1cccc(NC(=S)/C(=C(\[O-])c2ccc(C)c([N+](=O)[O-])c2)[n+]2ccccc2)c1	1	0	-3	-3	10	-12	-3	4	13
O=C(c1cccs1)N1CCN(c2ncc(Br)cn2)CC1	-1	1	4	-3	2	1	-1	-3	9
CCCCC(=O)N(CCOC)c1nnc(-c2ccc(OC)cc2)s1	-10	-7	4	-17	4	-5	1	-11	-1
O=C(O)c1ccc(N2C(=O)CC(N3CCN(c4cccc(Cl)c4)CC3)C2=O)cc1 (stereo not given)	8	2	0	5	7	-2	6	-4	-6
CCCCCn1c(=N)n(CC(O)COc2ccccc2OC)c2ccccc21 (stereo not given)	7&-6	1&2	1&-4	-2&5	2&-8	1&5	8&11	1&-4	3&-9
COc1ccc(-c2csc(-n3ncc(-c4cccs4)c3N)n2)cc1	-1	2	0	5	-1	3	-1	4	2
CCOC(=O)CSc1nc(-c2ccc(OC)cc2)ns1	-3	4	-4	2	5	-1	13	1	-1
Cc1cc(C)nc(SC(C)C(=O)N/N=C/c2cccs2)n1 (stereo not given)	0	-1	3	2	0	5	4	-5	3
CCN(CCn1cccn1)C(=O)CCc1nnc(Cc2c[nH]c3ccccc23)o1	-4	-2	3	-6	9	5	0	-2	3
O=C(CNC(=O)C1CCCCC1)NCc1ccco1	10	1	-1	2	16	-3	-6	2	2
Cc1ncc(CN2CCC(C(=O)Nc3ccc(Oc4cccnc4)cc3)CC2)cn1	2	-1	2	1	3	-1	1	4	5
Cc1ccc(C2CC(c3ccccc3C)n3nc(N)nc3N2)cc1 (stereo not given)	2	-1	1	0	2	-1	6	3	0
O=c1c2sc3nc(N4CCOCC4)c4c(c3c2ncn1CCc1ccccc1)CCCC4	-2	1	-5	-2	3	-6	0	-7	-5
CCOC(=O)CSc1nc2ccc(NC(C)=O)cc2s1	4	0	-5	1	3	1	10	7	1
O=C(c1ccc(Cl)c(S(=O)(=O)NCc2ccco2)c1)N1CCN(c2ccccc2F)CC1	11	1	0	0	-5	8	2	-1	5
c1ccc(Cc2nn3c(C4COc5ccccc5O4)nnc3s2)cc1 (stereo not given)	8	-1	2	7	3	-3	6	7	4
CCOC(=O)c1ccc(COc2ccc(C(C)C)cc2)o1	3	-2	5	-1	4	0	1	-3	1
CCC(C)n1nccc1NC(=O)C(C)OC(=O)c1cc2ccccc2[nH]1 (stereo not given)	6	0	1	0	-6	-5	5	-3	7
Cc1cccc(CN2CCC(C(=O)Nc3cccc(-c4cccc(F)c4)c3)CC2)n1	7	0	-3	1	-3	-2	1	-1	-2
Cc1cccc(Sc2c([N+](=O)[O-])ncn2C)n1	-2	1	3	5	3	-3	-9	4	-1
O=C(CCC(=O)N/N=C/c1c[nH]c2ccccc12)NCc1ccccc1	0	-4	1	2	4	1	-1	-6	3
Cc1ccc(/C=C/C(=O)O)cc1S(=O)(=O)NCCO	2	-1	2	-1	1	1	2	2	-3
O=C(CN1CCN(Cc2ccccc2)CC1)Nc1ccc2c(c1)CCC2	1	-3	-1	3	-6	-7	3	-2	3
CC(=O)N1CCN(c2cc(N3CCc4ccccc4C3)c(F)cc2[N+](=O)[O-])CC1	11	0	1	10	-8	-1	-4	10	-1
CC(C)CC(OC(=O)c1nsc(Cl)c1Cl)C(=O)NCC1CCCO1 (stereo not given)	9	-3	6	1	7	-2	-3	1	5
CC(NC(=O)Nc1cccc([N+](=O)[O-])c1)c1ccc2c(c1)OCO2 (stereo not given)	7	-6	0	-5	2	-8	6	4	1
COCCNC(=O)CN(C(=O)CCC(=O)Nc1cc(C)on1)c1ccc(C)cc1C	3	1	5	4	-2	-1	1	6	7
O=C(Nc1ccccc1)OCCOc1ccccc1	-3	0	6	4	-3	-2	10	-3	2

(listing goes on)
mol	pPAFAH inh	LYPLA1 counter	PAFAH1B2 inh	LYPLA2 inh	PAFAH2 inh	PAD4 inh	PAFAH1B3 FP inh	PME-1 inh	GSTO1 counter
O=C(CCCCCn1c(=S)[nH]c2cc3c(cc2c1=O)OCO3)NCCc1ccccc1	4	-6	1	-8	-2	-6	3	-13	6
COc1ccc(C(=O)NC2CC2)cc1OC1CCN(Cc2ccccc2F)CC1	5	6	2	6	-5	-4	0	-1	4
O=C(CS(=O)c1ccc(Br)cc1)N1CCOCC1 (stereo not given)	4	0	5	6	0	-1	4	0	1
CCOC(=O)CN1C2=NCCCN2c2ccccc21	2	0	-1	1	13	-5	10	1	1
COc1ccc(OC)c(Cc2nnc(CCC(=O)NC3C4CC5CC(C4)CC3C5)o2)c1 (stereo not given)	6	0	8	0	-2	-4	3	1	5
CSc1ccccc1C(=O)Nc1cc(C)ccc1C	2	0	-1	-2	0	-4	-7	-2	3
O=C(NC(c1ccccc1)c1ccccc1)c1cccc(S(=O)(=O)NCc2ccccc2)c1	-1	-10	15	-22	-17	0	0	-16	-10
COc1ccc(S(=O)(=O)N2CCC(C(=O)N[C@@H](C)C(=O)N3CCCCCC3)CC2)cc1	-1	6	5	1	-4	4	7	-3	-7
CCOC(=O)C(C(=O)OCC)C1OC(=O)c2cc3c(cc21)C(=O)OC3C(C(=O)OCC)C(=O)OCC (stereo not given)	-1	7	5	3	13	-2	2	4	5
COCCNC(=O)CCCC(=O)NCCOC	3	0	5	0	-4	0	5	-5	3
N/C(Cn1cncn1)=N\OC(=O)c1ccc(Cl)cc1	1	0	-2	3	-3	-1	0	-1	7
Cn1c(-c2ccccc2)cccc1=O	8	-1	0	-5	-6	1	-2	-2	-1
NC(=O)C1CCN(C(=O)Nc2csc3ccccc23)CC1	4	2	x	1	x	0	x	3	11
COC(=O)c1sccc1NC(=O)c1cc(OC)c(OC)c(OC)c1	-1	-3	0	4	-1	-1	3	-2	8
Cc1cc(=O)oc2cc(OCC(=O)N3CC(=O)Nc4ccccc43)c(Cl)cc12	1	0	3	4	4	-4	11	0	x
CCc1nc(N2CCN(C(C)=O)CC2)c(C#N)c2c1COC(C)(C)C2	5	1	6	-2	-2	-1	-12	-6	4
CCOC(=O)N1CCN(C(=O)C2CCN(c3nnc(-n4cccc4)s3)CC2)CC1	2	2	4	4	-2	-3	8	-1	0
COc1ccccc1/C=N/NC(=O)COCC(=O)N/N=C/c1ccccc1OC	9	-4	5	3	-5	-7	6	-2	-8
CCOP(=O)(OCC)C(NC(=O)NS(=O)(=O)c1ccc(C)cc1)c1ccccc1 (stereo not given)	6	3	7	1	3	-2	-5	-5	0
CCN=C1S/C(=C\c2cn(CC(=O)NCCOC)c3ccccc23)C(=O)N1CC	2	4	4	5	5	-1	14	0	5
CCOc1ccc(NS(=O)(=O)c2csc(C(N)=O)c2)cc1	12	-6	4	-7	12	2	9	-1	3
CCCc1c(O)nc(SCCN(CC)CC)n(C(=O)c2ccccc2)c1=O	5	-3	6	-2	-1	3	3	-2	4
CC(C)(C)NC(=O)CC1C(=O)NCCN1Cc1c(F)cccc1Cl (stereo not given)	3	1	5	-1	-1	1	5	0	10
CCc1ccc2[nH]cc(C(=O)OCCOC)c(=O)c2c1	-2	0	7	5	1	6	7	-1	1
CC(=O)/C(=N\Nc1ccc(Cl)cc1)Sc1nnc(-c2ccccc2)n1-c1ccccc1	4	-7	5	-2	13	-3	3	0	6

Single records, from the list above. Order of values: pPAFAH inh, LYPLA1 counter, PAFAH1B2 inh, LYPLA2 inh, PAFAH2 inh, PAD4 inh, PAFAH1B3 FP inh, PME-1 inh, GSTO1 counter
CC(=O)/C(=N\Nc1ccc(Cl)cc1)Sc1nnc(-c2ccccc2)n1-c1ccccc1 reads 4, -7, 5, -2, 13, -3, 3, 0, 6
COc1ccc(S(=O)(=O)N2CCC(C(=O)N[C@@H](C)C(=O)N3CCCCCC3)CC2)cc1 reads -1, 6, 5, 1, -4, 4, 7, -3, -7
N/C(Cn1cncn1)=N\OC(=O)c1ccc(Cl)cc1 reads 1, 0, -2, 3, -3, -1, 0, -1, 7
CCc1ccc2[nH]cc(C(=O)OCCOC)c(=O)c2c1 reads -2, 0, 7, 5, 1, 6, 7, -1, 1
CCOC(=O)N1CCN(C(=O)C2CCN(c3nnc(-n4cccc4)s3)CC2)CC1 reads 2, 2, 4, 4, -2, -3, 8, -1, 0

The list goes on.
mol	pPAFAH inh	LYPLA1 counter	PAFAH1B2 inh	LYPLA2 inh	PAFAH2 inh	PAD4 inh	PAFAH1B3 FP inh	PME-1 inh	GSTO1 counter
CCOc1cc(N2CCOCC2)c(OCC)cc1NC(=O)CN1CCc2ccccc2C1	7	2	3	7	12	-5	2	0	-12
O=C(COC(=O)CCC1CCCC1)Nc1ccccc1OC(F)F	29*	1	3	2	5	0	2	2	3
CC(=O)NCCOc1nc(N(C)C)nc(N2CCOCC2)n1	3	-2	1	-6	8	1	-5	-12	5
COc1ccc(C2NC(=O)NC(O)(C(F)(F)F)C2C(=O)c2ccc(C)cc2)cc1 (stereo not given)	9	0	0	5	-5	-2	6	-4	-22

From PubChem BioAssay

The list is partial (hit frequency here may not be typical).
